Bioassay records (PubChem BioAssay)
HGIII-sPLA2 inh = human group III sPLA2 inhibitors, primary screen, biochemical, QFRET, BODIPY PC-A2 liposome substrate | Group 3 secretory phospholipase A2 (Homo sapiens), Q9NZ20 | QFRET BODIPY PC-A2 liposome hydrolysis, fluorescence | inhibition, % at 12.2 µM | 0.56% of 370,000 active | AID 743126, 2013;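 active = inhibition above mean plus 3 SD of compounds lying within the high and low control bounds, cut at about 19% in these data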;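 note: 0% = median of test compound wells and 100% = no enzyme DMSO wells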
ssDAF12 agonist = S. stercoralis DAF-12 nuclear receptor activators, primary screen, cell-based, luminescence, HEK293, GRIP1 co-expression, lit1-tk-luc. activation, % at 6.8 µM. HEK293 ssDAF-12/GRIP1 lit1-tk-luc reporter; % of 3 µM dafachronic acid response. AID 652126, 2013. 1% of 370,000 active;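 active = activation above the mean over all tested compounds plus 3 SD, cut at about 0.9% in these data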;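 note: 0% = DMSO-only wells and 100% = 3 µM delta7-dafachronic acid wells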
NR1D1 modulator = modulators of Rev-erb alpha DNA binding, primary screen, biochemical, FITC-DNA, fluorescence polarization, uHTS; Rev-erbα–FITC-DNA binding, 90 min; activity, % at 10 µM; 0.79% of 370,000 active;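 active = activity above about 14%, limit read from the data; passing the limit was not always enough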;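 note: 0% = DMSO wells with 35 nM protein and 100% = DMSO wells with 750 nM protein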
Target sequence (P20393 whole entry, looked up): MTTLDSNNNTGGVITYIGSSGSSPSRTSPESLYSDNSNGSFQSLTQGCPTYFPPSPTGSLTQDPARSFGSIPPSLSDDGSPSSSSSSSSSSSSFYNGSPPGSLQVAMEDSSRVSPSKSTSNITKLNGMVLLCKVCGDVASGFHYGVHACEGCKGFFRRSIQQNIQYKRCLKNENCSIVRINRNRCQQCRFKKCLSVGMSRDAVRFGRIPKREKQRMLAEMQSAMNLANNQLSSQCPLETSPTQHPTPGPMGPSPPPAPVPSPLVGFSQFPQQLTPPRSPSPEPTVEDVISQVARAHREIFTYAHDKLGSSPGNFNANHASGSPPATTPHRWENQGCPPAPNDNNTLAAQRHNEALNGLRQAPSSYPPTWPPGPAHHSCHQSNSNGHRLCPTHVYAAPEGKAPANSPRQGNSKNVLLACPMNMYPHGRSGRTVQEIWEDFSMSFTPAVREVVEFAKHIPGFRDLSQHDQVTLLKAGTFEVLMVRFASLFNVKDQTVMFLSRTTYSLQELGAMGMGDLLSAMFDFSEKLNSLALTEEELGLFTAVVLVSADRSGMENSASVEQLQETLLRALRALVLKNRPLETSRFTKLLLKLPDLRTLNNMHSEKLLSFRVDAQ
hcDAF-12 act = H. contortus DAF-12 nuclear receptor activators, primary screen, cell-based, luminescence, HEK293, lit1-tk-luc reporter; activation, % at 6.8 µM; 1.4% of 370,000 active; HEK293 hcDAF-12 lit1-tk-luc reporter; 0% DMSO, 100% Δ7-dafachronic acid;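 active = activation above the mean of all tested compounds plus 3 SD, cut at about 5.5% in these data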;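 note: 100% = response to 3 µM Δ7-dafachronic acid high control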
PLCb3 inh = human PLC-beta3 inhibitors, primary screen, biochemical, fluorescence | Purified PLC-beta3, fluorogenic substrate | inhibition, % at 12.2 µM | 0.18% of 370,000 active; in the data active = inhibition above about 11%;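 note: 0% = median of compound wells on plate and 100% = full blocker control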
PG9 Ab binder = binders of HIV-1 gp120 antibody PG9, primary screen, biochemical, TR-FRET. HIV-1 gp120 / PG9 antibody interaction. inhibition, % at 6.7 µM. TR-FRET gp120-PG9 antibody binding. 0.43% of 360,000 active; in the data active = inhibition above about 8.5%
SMARCA2 activ = SMARCA2 (BRM) function activators, primary screen, cell-based, luminescence, high throughput. AID 652017, 2013. MG213 cells, MMTV-luciferase reporter, dexamethasone, overnight. activation, % at 9.1 µM. 1% of 370,000 active; in the data active = activation above about 7.8%;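 note: 0% = vehicle wells and 100% = reference activator wells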
hgDAF12 agonist = H. glycines DAF-12 receptor agonists, primary screen, cell-based, luminescence, HEK293, GAL4 fusion, UAS-luciferase; Nuclear hormone receptor DAF-12 (Heterodera glycines), GAL4 fusion; HEK293 GAL4-hgDAF12 UAS-luciferase reporter, agonist luminescence; normalized to butyrate control; activation, % at 6.8 µM; 1.8% of 370,000 active; AID 687014, 2013;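 active = activation above a cutoff set at the mean of all screened compounds plus 3 SD, cut at about 10% in these data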;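 note: 0% = DMSO wells and 100% = sodium butyrate wells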
DAX1 inh-1 = DAX1 (NR0B1) inhibitors, primary screen, cell-based, HEK293, Gal4-DAX1, luciferase luminescence; AID 504766, 2011; 0.99% of 340,000 active; inhibition, % at 6.75 µM; HEK293 Gal4-DAX1 luciferase reporter; Nuclear receptor subfamily 0 group B member 1 (Homo sapiens), P51843;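 active = inhibition above the mean over all tested compounds plus 3 SD, cut at about 4.2% in these data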;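 note: 0% = DAX1-transfected cells with DMSO and 100% = empty-vector control cells with DMSO; inhibition shows as a rise in luminescence from relieved DAX1 repression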
Target sequence (P51843 207-470 limits assumed): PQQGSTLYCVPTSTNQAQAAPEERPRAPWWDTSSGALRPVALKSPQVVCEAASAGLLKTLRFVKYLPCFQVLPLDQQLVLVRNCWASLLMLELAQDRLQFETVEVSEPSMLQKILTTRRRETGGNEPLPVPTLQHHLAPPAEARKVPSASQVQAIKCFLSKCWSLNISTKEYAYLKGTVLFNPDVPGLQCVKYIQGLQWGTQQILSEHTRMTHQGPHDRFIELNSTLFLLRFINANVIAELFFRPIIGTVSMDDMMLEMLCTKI
DAX1 inh-2 = DAX1 (NR0B1) inhibitors on StAR promoter, primary screen, cell-based, luminescence, SF-1 (NR5A1), full-length DAX-1; HEK293T StAR-luciferase reporter, SF-1/DAX-1 repression relief; inhibition, % at 6.8 µM; 1.1% of 370,000 active; AID 652010, 2013;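 active = inhibition above the mean over all tested compounds plus 3 SD, cut at about 3.6% in these data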;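 note: 0% = DAX-1 cells with DMSO and 100% = cells lacking DAX-1 with DMSO; higher inhibition means more luminescence from relief of DAX-1 repression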
FXN GAA850 act = FXN promoter activators, primary screen, cell-based, luciferase luminescence, HEK293 lucGAA850; HEK293 lucGAA850 FXN promoter luciferase reporter, 24 h; percent of 10 µM SAHA response; activation, % at 6 µM; 0.56% of 360,000 active; AID 540364, 2011;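 active = activation above the average of all compounds screened plus 3 SD, cutoff fixed separately per campaign, cut at about 7.5% in these data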;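 note: 0% = DMSO wells and 100% = 10 µM SAHA wells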
Numbers without * were called inactive; i = inactive; . = not tested or not shown.

SMILES	HGIII-sPLA2 inh	ssDAF12 agonist	NR1D1 modulator	hcDAF-12 act	PLCb3 inh	PG9 Ab binder	SMARCA2 activ	hgDAF12 agonist	DAX1 inh-1	DAX1 inh-2	FXN GAA850 act
O=C(O)c1ccc(N2C(=O)c3ccccc3C2=O)cc1[N+](=O)[O-]	15	-0.2	1	-0.3	0	0.5	-2	-2.5	0.7	-0.6	0.6
Fc1cccc(/C=N/N=C/c2cccc(F)c2)c1	5	-1.7	-2	0.9	-2	2.5	-2	5.7	4.1	-0.2	4.6
COc1cccc(-c2cccc3c2NC(=O)C3(C)Cc2cccc(F)c2)c1 (stereo unspecified)	-4	-1.2	5	0.3	-1	-0.4	1	-1.9	.	0.0	-1.3
COc1ccc(OC)c(S(=O)(=O)N2CCN(Cc3ccccc3)CC2)c1	-4	-0.5	0	-0.3	-1	-1.8	5	0.4	-0.5	0.2	-0.6
CC/C(=N\O)c1c(O)c2c(n(-c3ccccc3)c1=O)CCCC2	8	-0.9	5	-1.4	-50	1.8	-4	-3.5	0.0	-0.2	1.4
CN(Cc1ccccc1)c1ccc(C(CC(N)=O)NC(=O)c2ccccc2)cc1[N+](=O)[O-] (stereo unspecified)	5	-1.6	-2	-2.3	1	-0.5	-2	-1.0	-0.6	-0.6	-0.5
Cc1cc(NCCN2CCOCC2)c2ccc3ccccc3c2n1	1	-0.7	-1	4.1	3	-0.4	11*	4.8	-0.1	0.7	0.5
COc1ccc(OC2C(=O)N(Cc3ccc(F)cc3)C2c2cc(OC)c(OC)c(OC)c2)cc1 (stereo unspecified)	-8	-0.7	3	-0.7	1	-1.0	0	2.1	-0.6	0.0	-0.7
O=C(c1ccco1)N1CCN(c2ncnc3c(-c4ccccc4)nsc23)CC1	-2	-0.3	-1	0.7	-4	0.3	1	8.8	2.5	0.6	3.2
COc1ccc([C@H]2CC(=O)C=C(c3ccnc4ccc(Cl)cc34)C2)cc1	-14	-2.2	-2	-4.8	-2	-3.8	-2	-8.2	-3.9	-1.8	-1.2

Nothing new here: 2 of the compounds above.
SMILES	HGIII-sPLA2 inh	ssDAF12 agonist	NR1D1 modulator	hcDAF-12 act	PLCb3 inh	PG9 Ab binder	SMARCA2 activ	hgDAF12 agonist	DAX1 inh-1	DAX1 inh-2	FXN GAA850 act
Fc1cccc(/C=N/N=C/c2cccc(F)c2)c1	5	-1.7	-2	0.9	-2	2.5	-2	5.7	4.1	-0.2	4.6
COc1cccc(-c2cccc3c2NC(=O)C3(C)Cc2cccc(F)c2)c1 (stereo unspecified)	-4	-1.2	5	0.3	-1	-0.4	1	-1.9	.	0.0	-1.3

The listing continues:
SMILES	HGIII-sPLA2 inh	ssDAF12 agonist	NR1D1 modulator	hcDAF-12 act	PLCb3 inh	PG9 Ab binder	SMARCA2 activ	hgDAF12 agonist	DAX1 inh-1	DAX1 inh-2	FXN GAA850 act
O=C(CN1C(=O)c2ccccc2C1=O)N1CCN(c2nnc(-c3ccccc3)c3ccccc23)CC1	-3	-0.8	29*	-1.1	1	5.4	-3	1.1	-0.2	-0.4	0.3
COc1ccccc1C1=CN(Cc2ccccc2)CCC1=O	4	-1.1	3	-1.8	2	2.0	0	2.5	0.3	0.0	0.8
Cc1ccc(C(=O)O)cc1S(=O)(=O)Nc1ccccc1C(=O)NC1CC1	-6	-0.7	-4	-1.7	-8	-0.1	-3	-1.2	2.2	0.2	0.2
COc1cc(C(=O)OCC(=O)N2CCCC2)cc2c1OCCO2	-2	-1.1	-1	-0.8	2	-1.2	1	-1.2	0.4	-0.2	1.1
CC(=O)NC(Cc1ccc2c(c1)OCO2)C(=O)N1CCCC1 (stereo unspecified)	6	-0.9	-2	-1.4	1	.	-1	1.2	.	0.3	.
CCOC(=O)C(C(=O)Nc1nc2ccccc2s1)C1CCCCC1 (stereo unspecified)	-11	-0.2	4	2.3	5	-1.9	2	3.3	3.4	-0.2	0.1
COc1ccccc1N1CCN(C(=O)C2CCCN(S(=O)(=O)c3ccc4c(c3)oc(=O)n4C)C2)CC1 (stereo unspecified)	5	-1.7	4	-4.4	-10	-1.6	-2	-2.7	-0.9	-1.5	-2.5
COc1ccc2nc(NC(=O)c3cccc(N4C(=O)CCC4=O)c3)sc2c1	3	-0.9	10	2.1	-111	-0.1	0	0.2	-1.3	-0.5	-0.5
COc1ccc(-c2csc(NC(=O)CSc3ccc(Br)cc3)n2)c(OC)c1	-9	-2.2	5	-1.0	2	-3.2	-5	6.8	-0.3	-0.7	2.4
COc1ccc(NC(=O)C[C@H]2C(=O)N(c3ccc(OC)cc3)C[C@@H]2c2ccc(Br)cc2)cc1	-3	-1.3	-3	-0.4	-15	-0.1	4	3.0	0.5	0.0	-1.1
COc1cc(OC)cc(C(=O)Nc2cccc(NC(=O)c3cc(OC)cc(OC)c3)n2)c1	2	-2.3	4	-4.2	-11	0.4	-1	-2.3	-3.4	-0.7	-4.3
CC(=O)c1cnc(-c2ccccc2)s1	9	-1.0	1	-0.1	-1	-4.0	2	1.4	.	0.9	-1.3
COC(=O)c1[nH]c2ccc(C)cc2c1NC(=O)C(C)N1CCN(C2CCCCC2)CC1 (stereo unspecified)	-4	-0.7	3	-1.5	-76	0.3	4	-0.5	-0.1	0.7	-3.6
CNc1ccc(Cl)cc1C(N)=O	7	-0.6	-8	5.0	i	-2.9	2	2.2	-0.2	-0.1	1.4
CS(=O)(=O)/C(C#N)=C/c1c(-c2ccccc2)nc2n1CCS2	-3	-1.6	3	-1.0	-7	-3.3	-1	1.3	.	0.2	3.2
CCc1ccc(CN2CCCC(CNC(=O)c3cccc(OC)c3OC)C2)cc1 (stereo unspecified)	-9	-1.7	4	-1.2	-10	-0.5	2	2.1	-0.8	-0.4	1.8
O=C(Nc1cccc(C(F)(F)F)c1)c1cncs1	2	-1.3	3	0.0	-6	-0.2	-5	-2.7	0.4	-0.4	-0.3
Cc1ccc(C(C)C)c(OCC(=O)Nc2ccc3c(c2)nc(CN2CCCC2)n3C)c1	-2	-1.4	1	-1.5	-10	-1.1	-1	0.0	-0.2	-1.1	0.7
Fc1cccc(Cc2c(-c3cccc(Br)c3)nc3c(Cl)cc(C(F)(F)F)cn23)c1	-1	-0.2	5	6.6*	2	-0.5	0	0.7	.	-0.3	.
CSc1ncc(CN2CCCC(C(=O)c3ccc(C(C)(C)C)cc3)C2)cn1 (stereo unspecified)	2	-0.4	0	1.6	3	-2.5	-1	6.4	0.3	1.6	-0.3
C#CCNC(=O)C[C@H]1C[C@@]2(C(=O)OC)C(=C[C@H](COCc3ccccc3)O[C@@H]2C)N(Cc2ccccc2)C1=O	0	-0.6	-3	-0.1	3	.	-2	0.3	.	-0.7	.
Cc1cc(CNC(=O)Cc2ccccc2)c2ccccc2n1	5	-1.5	-3	-0.9	-10	-2.2	-3	1.3	-0.8	0.1	2.6
N/C(=N\OC(=O)CC1CCCCC1)c1ccc(Cl)cc1	2	-0.5	2	3.5	-5	-1.1	1	0.0	1.1	-0.1	0.9
Cc1ccc(NC(=O)CCC(=O)OCC(=O)c2ccc(Oc3ccc([N+](=O)[O-])cc3)cc2)c(C)c1	0	-0.4	-2	-0.7	0	0.1	0	-2.1	-0.6	-0.6	1.5
O=C(c1ccc2c(c1)OCO2)N1CCN(c2ccccn2)CC1	4	-1.6	4	0.2	3	-2.6	-3	-4.3	0.7	0.1	3.8
C=CCn1c(SCC(=O)NC2CCCc3ccccc32)nnc1-c1ccncc1 (stereo unspecified)	5	-1.5	0	1.6	-3	0.0	-5	-1.1	-1.4	-0.1	1.0
COCCN(C(=O)c1ccc(N(C)S(=O)(=O)c2ccc(C)cc2)cc1)c1c(N)n(CC(C)C)c(=O)[nH]c1=O	-4	-1.7	-1	-1.6	-3	0.0	-1	-1.3	0.8	1.4	-0.7
Cc1csc2nc(O)c(C(=O)NCCC3=CCCCC3)c(=O)n12	3	-0.7	-4	-0.2	2	-2.4	-1	1.1	-5.1	1.1	0.3
COc1nc(OC)nc(Oc2ccc(Cl)cc2[N+](=O)[O-])n1	1	-1.6	-4	-1.4	6	-0.6	-2	1.0	0.4	-0.5	1.2
CC(=O)Nc1ccc(S(=O)(=O)N2CCCN(S(=O)(=O)c3ccc(NC(C)=O)cc3)CC2)cc1	-2	-1.4	-3	-2.2	6	-2.7	3	-0.7	1.2	-0.8	-1.7

Quoted at random: 3 records from the list
SMILES	HGIII-sPLA2 inh	ssDAF12 agonist	NR1D1 modulator	hcDAF-12 act	PLCb3 inh	PG9 Ab binder	SMARCA2 activ	hgDAF12 agonist	DAX1 inh-1	DAX1 inh-2	FXN GAA850 act
CC(=O)Nc1ccc(S(=O)(=O)N2CCCN(S(=O)(=O)c3ccc(NC(C)=O)cc3)CC2)cc1	-2	-1.4	-3	-2.2	6	-2.7	3	-0.7	1.2	-0.8	-1.7
C=CCn1c(SCC(=O)NC2CCCc3ccccc32)nnc1-c1ccncc1 (stereo unspecified)	5	-1.5	0	1.6	-3	0.0	-5	-1.1	-1.4	-0.1	1.0
Cc1csc2nc(O)c(C(=O)NCCC3=CCCCC3)c(=O)n12	3	-0.7	-4	-0.2	2	-2.4	-1	1.1	-5.1	1.1	0.3

(cont.)
SMILES	HGIII-sPLA2 inh	ssDAF12 agonist	NR1D1 modulator	hcDAF-12 act	PLCb3 inh	PG9 Ab binder	SMARCA2 activ	hgDAF12 agonist	DAX1 inh-1	DAX1 inh-2	FXN GAA850 act
COc1ccc(CNS(=O)(=O)NCc2ccc(C)cc2)cc1	6	-1.6	-1	-0.2	9	-0.3	-1	-3.0	1.1	-0.3	1.8
COc1ccc(C(C)(C)C)cc1NC(=O)C1CC(=O)N(C2CCCC2)C1 (stereo unspecified)	8	-1.5	-3	0.5	2	1.1	-3	0.7	1.2	-1.0	0.7
CCc1cccc(CC)c1NC(=O)COC(=O)CC1c2ccccc2CCN1S(=O)(=O)c1ccccc1 (stereo unspecified)	-13	-1.2	1	-1.6	2	-1.7	0	3.7	-1.4	-0.5	-3.5
Cc1cc2ncc(C(N)=O)cn2n1	4	-0.3	3	-1.1	0	-1.3	-4	-1.3	-0.2	-0.1	0.1
CCOC(=O)c1ccc(N2C(=O)c3n[nH]c(C)c3C2c2ccc(OC)cc2OC)cc1 (stereo unspecified)	-36	-1.4	-3	-2.5	-1	-0.1	0	-3.5	-1.0	-0.7	-2.2
CCC(C)Cn1c(S(=O)(=O)O)nc2ccccc21 (stereo unspecified)	-5	-0.2	0	-0.1	0	-1.1	2	0.5	0.0	0.3	0.2
COc1ccc(-c2nc3c4ccccc4ccn3c2CC2CCCCC2)cc1OC	-3	-0.5	-4	5.4	-28	-0.1	2	6.3	.	0.4	.
